RORgamma inh – inhibitors of mouse ROR gamma transcriptional activity; Potency, µM (top dose mostly 53.6 µM), for the others: top-dose activity change, negative = inhibition, actives largely listed as inhibitors; 310,000 tested, 5.4% active; P51450; Drosophila S2 Gal4-RORgamma UAS-luciferase reporter, 20 h; also: potency is read from the fitted curve at half-maximal effect; % is scaled to controls: 0 for no effect and ±100 for the full control effect; nearly all actives have a fitted effect of over 60% in size
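Using a luciferase readout, inhibitors were identified by reduced reporter activity in Drosophila cells coexpressing a copper-inducible Gal4–ROR gamma fusion and UAS-driven Photinus luciferase, incubated 20 hr after 700 uM copper sulfate.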
ELG1 repair inh – blocks ELG1-dependent DNA repair in HEK293T cells | HEK293T ELG1-luciferase reporter, luminescence, 16 h; DNA damage induced by 5-fluorouridine | Potency, µM (top dose mostly 46.1 µM), for inactives: top-dose activity change, negative = inhibition, actives largely listed as inhibitors | 330,000 tested, 2.3% active | AID 504467; also: potency is read from the fitted curve at half-maximal effect; % is scaled to controls: 0 for no effect and ±100 for the full control effect; nearly all actives have a fitted effect of over 55% in size
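Quantitative HTS, concentration-response format. 2,000 cells/well co-treated with 5-fluorouridine and compound, 16 hr in 5% CO2 at 37 °C; ONE-Glo luminescence read after 30 min.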
PKM2 activator – activators of human pyruvate kinase M2 | purified PKM2, Kinase-Glo ATP luminescence, activation; response scale: 0% is enzyme alone, no compound | P14618 | 260,000 tested, 0.34% active | Potency, µM (series often up to 57.5 µM), without a hit: at the highest dose activation, usual class: activators; also: potency is read from the fitted curve at half-maximal effect; % is scaled to controls: 0 for no effect and ±100 for the full control effect; nearly all actives have a fitted effect of over 55% in size
Target sequence (P14618 whole entry, looked up): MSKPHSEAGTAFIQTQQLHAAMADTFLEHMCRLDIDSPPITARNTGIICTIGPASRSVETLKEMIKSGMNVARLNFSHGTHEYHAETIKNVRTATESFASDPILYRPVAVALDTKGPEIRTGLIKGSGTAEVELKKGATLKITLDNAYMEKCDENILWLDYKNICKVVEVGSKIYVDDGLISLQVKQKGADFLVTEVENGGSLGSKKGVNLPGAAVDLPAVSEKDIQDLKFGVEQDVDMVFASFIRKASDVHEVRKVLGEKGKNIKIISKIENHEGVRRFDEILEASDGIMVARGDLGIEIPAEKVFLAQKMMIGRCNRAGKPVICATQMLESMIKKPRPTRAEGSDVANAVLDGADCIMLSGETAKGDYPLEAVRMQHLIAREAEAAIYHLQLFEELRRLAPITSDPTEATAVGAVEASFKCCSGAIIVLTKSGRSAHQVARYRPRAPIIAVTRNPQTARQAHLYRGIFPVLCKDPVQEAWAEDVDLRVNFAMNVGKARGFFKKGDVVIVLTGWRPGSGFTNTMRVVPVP
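ATP formation by purified human PK-M2, quantified via coupled luciferase luminescence after 1 h at room temperature with 0.1 mM ADP and 0.5 mM PEP final.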
Menin-MLL TR inh – inhibitors of human menin-MLL interaction, mutant MLL peptide; O00255; Menin + Texas Red MLL mutant peptide, fluorescence polarization; Potency, µM (top dose mostly 61.6 µM), for the others: at the top dose FP activity change, negative = inhibition, hits mostly inhibitors; 270,000 tested, 0.23% active; AID 1768; active = well fitted inhibition curve with a large enough effect in the polarisation, with a control signal flat, not every such curve was filed as active; inconclusive = small, poorly fitted or top-dose-only effect, or effect the other way, or a change in a side signal; inactive = no such curve, though single readings can be large or run the other way; the % refers to the polarisation; also: potency is read from the fitted curve at half-maximal effect; % of control where 0% means no effect; many of its hits are not listed in these tables
Target sequence (O00255 whole entry, looked up): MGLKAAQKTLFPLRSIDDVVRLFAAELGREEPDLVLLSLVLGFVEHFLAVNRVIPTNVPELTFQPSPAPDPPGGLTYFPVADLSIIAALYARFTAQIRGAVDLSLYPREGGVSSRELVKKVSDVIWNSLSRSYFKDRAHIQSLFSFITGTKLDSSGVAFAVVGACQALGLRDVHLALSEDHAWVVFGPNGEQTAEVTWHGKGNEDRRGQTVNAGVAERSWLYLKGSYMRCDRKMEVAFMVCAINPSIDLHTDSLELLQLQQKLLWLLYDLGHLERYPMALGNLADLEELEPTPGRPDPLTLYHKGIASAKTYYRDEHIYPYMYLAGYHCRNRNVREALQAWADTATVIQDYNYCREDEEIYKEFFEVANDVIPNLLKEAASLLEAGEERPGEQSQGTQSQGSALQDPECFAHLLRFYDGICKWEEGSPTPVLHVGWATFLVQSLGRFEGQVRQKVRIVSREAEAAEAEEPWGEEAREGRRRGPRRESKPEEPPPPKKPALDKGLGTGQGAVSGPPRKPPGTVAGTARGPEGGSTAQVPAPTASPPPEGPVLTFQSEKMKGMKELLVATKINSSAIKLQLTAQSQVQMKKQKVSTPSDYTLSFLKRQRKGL
MBNL1-CUG inh – inhibitors of human MBNL1 binding to CUG repeat RNA; 280,000 tested, 0.036% active; Potency, µM (doses to about 57.5 µM), inactives show at the top dose activity change, negative = inhibition, hits mostly inhibitors; Q9NR56; TR-FRET MBNL1-His/biotin-(CUG)12 binding, 665/545 ratio; active = well fitted inhibition curve with a large enough effect in the signal ratio, with a control signal flat, not every such curve was filed as active; inconclusive = small, poorly fitted or top-dose-only effect, or effect the other way, or a change in a side signal; inactive = no such curve, though single readings can be large or run the other way; the % refers to the signal ratio; also: potency is read from the fitted curve at half-maximal effect; % is scaled to controls: 0 for no effect and ±100 for the full control effect
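TR-FRET between His-tagged MBNL1 and biotin-(CUG)12 RNA, detected with Tb anti-His antibody (0.055 ng/ul) and streptavidin-XL665 (5 nM), 60 min at room temperature. Compounds titrated 92 nM to 58 uM; 665/545 nm ratio normalized to buffer and complex controls.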
VP16 counter – Gal4-VP16 reporter inhibition counter-screen; Drosophila S2 Gal4-VP16 UAS-luciferase, luminescence, 20 h; Potency, µM (titrated, usually from 53.6 µM), for the others: top-dose activity, negative = inhibition, actives largely listed as inhibitors; 310,000 tested, 3.5% active;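 also: Gal4-VP16 expression switched on by copper sulfate through the metallothionein promoter; potency is read from the fitted curve at half-maximal effect; % is scaled to controls: 0 for no effect and ±100 for the full control effect; nearly all actives have a fitted effect of over 50% in size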
Mito fusion act – mitochondrial division inhibition or fusion activation. Potency, µM (highest dose often 46.1 µM), for the others: at the highest dose growth rescue (activation), usual class: activators. 320,000 tested, 0.23% active. S. cerevisiae fusion-defective mutant growth rescue, CellTiterGlo 48 h;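 also: potency is read from the fitted curve at half-maximal effect; % of control where 0% means no effect; nearly all actives have a fitted effect of over 45% in size; temperature-sensitive fusion mutants such as fzo1-1 at 37 °C on non-fermentable ethanol glycerol medium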
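Luminescent cell viability in 1536-well qHTS format served as the measure of rescued growth in ts fusion-mutant S. cerevisiae cultured on non-fermentable YPEG for 48 hours at 37C.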
KCNH2 3.1 block – KCNH2 3.1 (human) potassium channel inhibition. U2OS KCNH2 3.1, thallium flux FluxOr; hits give low values. AID 720553. activity change, % (tested at about 1.8 µM). 340,000 tested, 0.95% active;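 active = maximum activity change below -70%; inconclusive = maximum activity change from -70% to -50%; inactive = maximum activity change above -50%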;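 also: thallium influx rate constant from kinetic fluorescence after stimulation buffer; % is scaled to controls: 0 for no effect and ±100 for the full control effect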
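We transduce U2OS cells with the mutant 3.1 virus, culture them overnight, load FluxOr with Red40 quencher for 45 min, then add stimulation buffer and read kinetically for 2 min to derive a normalized rate constant.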
FLuc counter – inhibits or activates purified firefly luciferase, miR-21 counter-screen; P08659; purified FLuc, Km substrates, luminescence inhibition; Potency, µM (doses to about 57.5 µM), without a hit: at the highest dose activity change, negative = inhibition, hits mostly inhibitors; 360,000 tested, 6.9% active;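 also: potency is read from the fitted curve at half-maximal effect; plate controls were vehicle for no effect and reference inhibitor for full effect; nearly all actives have a fitted effect of over 55% in size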
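Purified P. pyralis luciferase, 10 nM final, with Km-level 10 uM D-luciferin and 10 uM ATP in 50 mM Tris acetate pH 7.5, 10 mM Mg acetate, 0.01% Tween-20, 0.05% BSA; 6-point qHTS titration about 60 µM downward; luminescence read.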
Rab9 prom act – activators of Rab9 promoter; Huh7 Rab9 promoter-luciferase reporter, luminescence, 24 h; Potency, µM (highest dose often 9.22 µM), without a hit: at the top dose activation, negative = inhibition, most hits filed as activators; 320,000 tested, 2.8% active; also: potency is read from the fitted curve at half-maximal effect; % of control where 0% means no effect; nearly all actives have a fitted effect of over 60% in size
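Luminescence from Amplite-detected luciferase (10 minutes, ambient) reports Rab9 promoter activation. Before that, stable Rab9-luciferase Huh7 cells (1500/well, reduced-serum OP-MEM I plus 10% FBS) were exposed to compound for 24 hours at 37C.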
NPC1 prom act – activates the NPC1 promoter | Potency, µM (highest dose often 9.22 µM), for the others: at the highest dose activation, most hits filed as activators | Huh7 NPC1 promoter luciferase reporter, 24 h | 320,000 tested, 2.4% active;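 also: potency is read from the fitted curve at half-maximal effect; % of control where 0% means no effect; nearly all actives have a fitted effect of over 60% in size; reporter is driven by a mutant NPC1 promoter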
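Compounds in DMSO were transferred onto Huh7 NPC1-luciferase reporter cells pre-incubated 2 h; after 24 h at 37 °C, Amplite reagent was dispensed and luminescence recorded 10 min later.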
* = called active by the depositor; ? = inconclusive; nt = no result given; [ ] = another dose, or the depositor's remark. Unless noted, calls follow the shape of the dose curve; as a rule, active = well fitted curve in the direction sought with a large enough effect; inconclusive = small, poorly fitted or top-dose-only effect, or another doubt; inactive = no such curve, though single readings can be large; an effect the other way counts as inactive or inconclusive. An excerpt, so the mix of outcomes need not match the whole.

SMILES	RORgamma inh	ELG1 repair inh	PKM2 activator	Menin-MLL TR inh	MBNL1-CUG inh	VP16 counter	Mito fusion act	KCNH2 3.1 block	FLuc counter	Rab9 prom act	NPC1 prom act
O=C(NCc1ccccc1CN1CCCC1)c1ccc(OCc2cscn2)cc1	nt	1%	nt	nt	nt	nt	-4%	-2	5%	-6%	-1%
Cc1ccc(C(c2nnnn2CC2CCCO2)N2CCN(C)CC2)cc1 (stereo unspecified)	18%	14%	14%	-8%	1%	4%	-2%	8	0%	-5%	1%
Nc1ccc2nc(SCC(=O)N3CCN(c4ccccc4)CC3)sc2c1	28%	2.6µM*	-4%	nt	-2%	4%	-11%	3	-8%	-15%	-11%
O=C(NCc1ccc(-c2csnn2)cc1)c1cc(Cl)cc(Cl)c1	-3%	-26%	5%	nt	-8%	2%	1%	3	-1%	-3%	-6%
COc1ccccc1-c1cc(-c2ccccc2)nc(=O)[nH]1	-9%	0%	nt	-10%	16%	0%	6%	15	0%	-2%	1%
COc1ccc(N(CC(=O)NCc2ccco2)S(=O)(=O)c2ccc(C)cc2)cc1	3%	-2%	-2%	-1%	1%	-16%	1%	-2	-1%	-1%	-12%
Clc1cccc(CN2CCSCC2)c1Cl	-7%	-14%	5%	-4%	0%	1%	-2%	-3	3%	0%	-4%
C/C(=N\NC(=O)c1ccc(CSc2cccc3cccnc23)cc1)C1CCCCC1	-21%	-8%	2%	18%	?	-4%	7%	-30	?	2%	1%
CC(=O)NS(=O)(=O)c1ccc(N2C(=O)c3ccccc3C2=O)cc1	-9%	8%	-21%	14%	?	9%	-2%	7	1%	0%	-6%
Nc1c(C(=O)CSc2ccccn2)c(=O)[nH]c(=O)n1C1CC1	nt	?	nt	nt	nt	nt	-3%	0	-9%	22%	-5%
CC(=O)Nc1ccc(N2CCCCC2)cc1	27%	12%	-3%	-10%	2%	4%	-3%	4	-14%	10%	13%
N/C(=N\OC(=O)C1CC1)c1ccc([N+](=O)[O-])s1	21%	?	-1%	nt	?	-10%	-2%	2	-3%	11%	1%
CCCCc1[nH]nc2c1C1(C(=O)N(CC)c3ccccc31)C(C#N)=C(N)O2 (stereo unspecified)	22%	-2%	-3%	-6%	-5%	-9%	-7%	-2	-3%	-3%	0%
O=C(COc1ccc2cc(Br)ccc2c1)N1CCCC1	-7%	?	4%	nt	-1%	1%	-3%	-35	1%	-3%	-4%
CCn1nc(C(=O)NCC(c2cccs2)N2CCOCC2)c2ccccc2c1=O (stereo unspecified)	8%	-2%	-3%	3%	-13%	0%	7%	8	1%	0%	0%
CCOc1ccccc1N(CC(=O)O)S(=O)(=O)c1ccc(C)cc1	-8%	11%	-7%	-2%	3%	20%	4%	1	0%	-4%	-5%
Cc1cccc(C)c1OCC(=O)Nc1ccc2c(c1)C(=O)NC2=O	6%	-7%	-2%	nt	5%	-1%	1%	-3	-1%	0%	-3%
Cc1nn(C)c(Oc2ccccc2)c1CCNS(=O)(=O)c1ccc(Cl)cc1	24%	?	-4%	-3%	?	0%	-15%	0	-1%	1%	-3%
CCOn1c(=O)c(-c2cccc3ccccc23)[n+]([O-])c2ccccc21	0%	1%	2%	0%	?	-7%[10 µM]	3%	5	6%	-8%	-10%
COc1cccc(C2/C(=C(\O)c3c(C)nc4c(C)cccn34)C(=O)C(=O)N2CCCN(C)C)c1 (stereo unspecified)	0%	6%	-7%	6%	1%	2%	0%	nt	6%	21%	10%
COc1cc2c3nnc(-c4ccc(F)cc4)c-3cn(Cc3cccc(C)c3)c2cc1OC	?	-25%	9%	-15%	-2%	10µM*	-7%	1	1%	-1%	0%
CCOc1ccccc1N(CC(=O)NCc1ccncc1)S(=O)(=O)c1ccccc1	1%	8%	nt	nt	-5%	-4%	2%	21	1%	0%	2%
CNc1nc(Sc2cccc(C(F)(F)F)c2)cc(C(F)(F)F)n1	-1%	2%	-4%	-1%	10%	-1%	-2%	15	-2%	-2%	3%
O=C(/C=C/c1c(F)cccc1Cl)NCc1ccc2c(c1)OCO2	-15%	-2%	2%[11.5 µM]	?	?	-5%	1%	19	0%	8%	3%
Cc1nc2cccc(C(=O)NCc3ccccc3)c2o1	5%	-1%	-3%	21%	-1%	8%	2%	7	0%	-3%	1%
CCOc1ccc(OC(=O)C(CCS(C)(=O)=O)N2C(=O)c3ccccc3C2=O)cc1 (stereo unspecified)	-18%	7%	-2%	-1%	12%	-5%	-5%	-8	-1%	-2%	-1%
CCc1cc(Cn2nc(-c3ccccc3)cc2C(=O)NCc2cccs2)on1	nt	?	nt	nt	nt	nt	13µM*	-29	-14%	-2%	-9%
CCOC(=O)C(=O)N/N=C(/c1ccccc1)c1ccc(OC)cc1	-4%	-3%	2%	nt	-1%	4%	1%	4	-3%	-2%	-1%
C=CCn1c(SCC(=O)NCc2ccco2)nc2sc3c(c2c1=O)CCC3	18%	?	-10%	-10%	15%	?	-1%	-2	-2%	11%	5%
CCc1cccc(NC(=O)CCS(=O)(=O)c2cc3c(cc2C)NC(=O)CO3)c1	9%	-10%	-9%	11%	5%	1%	-4%	2	1%	9%	1%
Cc1cccc(N(C(=O)c2csnn2)C(C(=O)NC(C)(C)C)c2cccnc2)c1 (stereo unspecified)	0%	12%	0%	-4%	0%	1%	5%	4	-2%	11%	-2%
Cc1ccc(C)c(NC(=O)CCN2C(=O)c3ccccc3C2=O)c1	3%	5%	nt	?	-4%	-4%	-2%	3	-1%	0%	-1%
S=c1[nH]nc(/C=C/c2ccccc2)o1	13µM*	?	-2%	12%	19%	9%	1%	7	27µM*	-5%	0%
CCOC(=O)c1c(NC(=O)COC(=O)c2cc(OC)c(OC)cc2[N+](=O)[O-])sc(C)c1C	28%	-17%	-2%	3%	11%	-2%	-10%	-3	5%	-14%	-10%
COc1cc(C2C(C#N)=C(N)N(N(C)C)C3=C2C(=O)CCC3)ccc1O (stereo unspecified)	-5%	?	nt	-1%	2%	2%	-14%	7	-3%	-3%	0%
COc1ccc(N2CCN(C(=O)CC(NC(N)=O)c3cccc(Oc4ccccc4)c3)CC2)cc1 (stereo unspecified)	19%	-24%	1%	?	-1%	4%	-5%	-13	0%	-3%	-1%
Cn1nccc1C(=O)N1CCN(c2ncccn2)CC1	-17%	?	?	-6%	-8%	-2%	5%	-4	4%	1%	2%
CCOc1ccc(C(C)=O)cc1Cn1c(=O)oc2ccccc21	5%	-10%	nt	8%	-5%	6%	25%	-9	-1%	0%	1%
Cc1cc(C)n2nc(CC#N)c(C#N)c2n1	-3%	20%	-5%	-20%	2%	3%	0%	-10	-3%	1%	1%
COc1cccc(CSc2nc3sc(C)c(C)c3c(=O)n2Cc2ccco2)c1	?	-1%	2%	7%	4%	-7%	11%	-5	0%	-2%	-4%
O=C(Oc1cccc2ccccc12)c1cc(Cl)nc2ccccc12	-16%	5%	0%	17%	-2%	-3%	8%	-9	-4%	-1%	0%
C=CCn1c(Cc2nc3ccc(Cl)cc3[nH]2)n[nH]c1=S	?	?	-4%	?	?	-29%	1%	6	?	-2%	9%
CC(=O)Nc1nc(C)c(-c2csc(Nc3ccc(O)cc3)n2)s1	?	?	7%	?	?	-26%	4%	-5	?	-6%	-7%
COCCCN(C(=O)CCSc1ccc(F)cc1)c1c(N)n(Cc2ccccc2)c(=O)[nH]c1=O	nt	18%	nt	nt	nt	nt	-5%	5	1%	2%	2%
Cc1ccc(C(=O)C2=C(O)C(=O)N(Cc3cccnc3)C2c2ccc(OC(C)C)cc2)o1 (stereo unspecified)	19%	?	4%	nt	-1%	-12%	-2%	19	?	16%	0%
COC(=O)c1ccc(S(=O)(=O)N2CCCN(Cc3cccc(Br)c3F)CC2)n1C	?	?	0%	nt	-13%	-19%	-3%	12	-1%	-25%	-16%
O=S(=O)(NCC1NCCc2ccccc21)c1ccccc1 (stereo unspecified)	-24%	-18%	1%	-10%	-12%	13%	-1%	-4	-6%	2%	0%
N#CCC(=O)Nc1ccc(C(=O)NCC(c2ccco2)N2CCCCC2)cc1 (stereo unspecified)	4%	11%	-4%	4%	1%	2%[10 µM]	-1%	-18	-7%	-5%	-2%
CN1CC(=O)N/C1=N\C(=O)Nc1ccc(O)cc1	-7%	-3%	nt	4%	6%	3%	2%	-2	5%	-6%[1.84 µM]	1%
CCOc1ccc(S(=O)(=O)Nc2cc(Cl)ccc2O)cc1	?	-7%	-4%	?	0%	?	8%	-14	5%	-16%	-7%
